From PubChem
GALK inh: galactokinase (human) inhibition; Potency, µM (series often up to 57.5 µM), for inactives: at the top dose activity change, negative = inhibition, usual class: inhibitors; Purified GALK, Kinase-Glo residual ATP luminescence; P51570; hit rate 0.007% among 270,000; note: potency is the fitted concentration of half-maximal effect; % is set by controls: 0 for no effect and ±100 for the full control effect
Target sequence (P51570 whole entry, looked up): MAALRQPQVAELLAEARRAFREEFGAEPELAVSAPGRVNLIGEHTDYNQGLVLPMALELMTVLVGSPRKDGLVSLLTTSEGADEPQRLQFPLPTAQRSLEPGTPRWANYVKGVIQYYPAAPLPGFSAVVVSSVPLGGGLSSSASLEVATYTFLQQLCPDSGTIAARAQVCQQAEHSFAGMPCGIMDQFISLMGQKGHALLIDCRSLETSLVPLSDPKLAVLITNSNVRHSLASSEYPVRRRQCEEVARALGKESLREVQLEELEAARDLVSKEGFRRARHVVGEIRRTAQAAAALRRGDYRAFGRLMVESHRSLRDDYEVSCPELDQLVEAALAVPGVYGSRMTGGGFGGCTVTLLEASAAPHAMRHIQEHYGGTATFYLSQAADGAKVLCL
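Galactose (100 uM) and ATP (35 uM) were turned over by 5 nM GALK for 1 h at RT. Kinase-Glo Plus then converted the remaining ATP into a luminescent signal.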
Menin-MLL TR inh: menin-MLL binding inhibition, Texas Red mutant peptide; hit rate 0.23% among 270,000; Potency, µM (top dose mostly 61.6 µM), without a hit: at the top dose FP activity change, negative = inhibition, most hits filed as inhibitors; Menin + Texas Red MLL mutant peptide, fluorescence polarization; active = well fitted inhibition curve with a large enough effect in the polarisation, with a control signal flat, not every such curve was filed as active; inconclusive = small, poorly fitted or top-dose-only effect, or effect the other way, or a change in a side signal; inactive = no such curve, though single readings can be large or run the other way; the % refers to the polarisation; note: potency is the fitted concentration of half-maximal effect; % of control where 0% means no effect; many of its hits are not listed in these tables
Coupling enz: inhibits coupling enzyme system, counter-screen for aldolase hits | coupling enzyme system counterscreen, AmpLite Red fluorescence | activity change, negative = inhibition, % at 58.2 µM, hits read low | hit rate 0.67% among 290,000; in the data active = activity change below about -30%; note: % is set by controls: 0 for no effect and ±100 for the full control effect
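Fluorescence at 525 nm excitation and 598 nm emission measured inhibition of the coupled detection system without aldolase. Compounds (at 57.5 uM final) were preincubated 10 min at room temperature with coupling enzyme reagent before a 20 min substrate/AmpLite Red step.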
B2AR arrestin: recruits beta-arrestin to the human beta2-adrenergic receptor; beta-arrestin recruitment to beta2AR, cell-based reporter; hit rate 0.02% among 330,000; Potency, µM (titrated, usually from 46.1 µM), without a hit: top-dose activation, hits mostly activators; P07550;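 note: potency is the fitted concentration of half-maximal effect; 0% = DMSO controls and full agonism = EC100 isoproterenol or metaproterenol; nearly all actives have a fitted effect of over 65% in size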
PKM2 act: increases activity of human pyruvate kinase M2; hit rate 0.34% among 260,000; P14618; purified PKM2, Kinase-Glo ATP luminescence, activation; response scale: 0% is enzyme alone, no compound; Potency, µM (doses to about 57.5 µM), for inactives: at the highest dose activation, most hits filed as activators; AID 1631; note: potency is the fitted concentration of half-maximal effect; % is set by controls: 0 for no effect and ±100 for the full control effect; nearly all actives have a fitted effect of over 55% in size
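Purified hPK-M2 (>95%) run at intermediate activity with 0.1 mM ADP and 0.5 mM PEP in 50 mM imidazole pH 7.2, KCl, MgCl2; 1 h room temperature. ATP formed read by Kinase-Glo luminescence; normalized to uninhibited and no-enzyme controls.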
TRPV1 agonist: activates the human vanilloid receptor TRPV1; TRPV1-expressing cells, Fluo-8 calcium influx, agonist mode; activation, % at 8.33 µM; hit rate 0.19% among 320,000; in the data active = activation above about 80%; inconclusive = between about 30% and that limit; note: 0% is about no effect
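Cells expressing TRPV1 were dye-loaded with Fluo-8 and read kinetically: 10 s baseline, 3 min after compound (agonist portion), then 2 min after EC20 capsaicin (allosteric enhancer portion). Calcium-bound dye fluorescence at 480/520 nm.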
Giardia killer: kills Giardia lamblia; Giardia lamblia trophozoite viability; activity change, % at 7.66 µM, hits read low; hit rate 0.15% among 340,000; AID 540267; in the data active = activity change below about -80%; inconclusive = between about -30% and that limit;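 note: parasites exposed to compound for two days anaerobically before the ATP read; % is set by controls: 0 for no effect and ±100 for the full control effect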
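Luminescent ATP signal served as the viability read-out, measured 15-30 min after adding ATP detection reagent to trophozoites that had been incubated with compounds for 48 hrs at 37 deg C anaerobically at 100 cells/well.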
USP2a block: inhibitors of human ubiquitin-specific protease USP2a; O75604; USP2 core, Ub-CHOP2 coupled fluorogenic reporter, 485/531; Potency, µM (top dose mostly 38.3 µM), for the others: at the top dose activity change, negative = inhibition, actives largely listed as inhibitors; hit rate 0.01% among 330,000; AID 463254;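 note: potency is the fitted concentration of half-maximal effect; plate controls were DMSO wells for no effect and full inhibition by NEM control for full effect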
Target sequence (O75604 whole entry, looked up): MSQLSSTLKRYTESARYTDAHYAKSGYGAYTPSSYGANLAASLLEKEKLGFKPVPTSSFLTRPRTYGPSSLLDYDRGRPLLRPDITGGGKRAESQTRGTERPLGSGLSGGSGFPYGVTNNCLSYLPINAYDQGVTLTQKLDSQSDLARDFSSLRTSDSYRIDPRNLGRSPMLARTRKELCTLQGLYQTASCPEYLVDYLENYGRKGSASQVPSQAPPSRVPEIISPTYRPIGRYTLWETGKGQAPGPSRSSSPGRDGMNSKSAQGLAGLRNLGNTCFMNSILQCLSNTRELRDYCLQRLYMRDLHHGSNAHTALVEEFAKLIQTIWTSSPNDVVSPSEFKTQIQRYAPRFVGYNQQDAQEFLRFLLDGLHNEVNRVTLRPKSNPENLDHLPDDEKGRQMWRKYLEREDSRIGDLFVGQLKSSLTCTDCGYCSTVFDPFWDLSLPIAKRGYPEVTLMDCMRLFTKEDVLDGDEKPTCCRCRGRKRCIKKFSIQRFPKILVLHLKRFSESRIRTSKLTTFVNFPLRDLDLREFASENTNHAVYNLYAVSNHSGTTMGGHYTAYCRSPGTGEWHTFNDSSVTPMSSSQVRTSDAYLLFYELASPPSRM
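Cell-free coupled assay: 10nM USP2 core preincubated 30min RT with compound in Tris-HCl pH 8.0/CaCl2/CHAPS buffer, then 25nM Ub-CHOP2 and 25nM reporter substrate; fluorescence (Ex 485/Em 531) read after 60min RT, normalized to NEM inhibition, concentration-response curves fitted.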
CXXC DNA block: inhibitors of human MLL CXXC domain-DNA interaction; Q03164; MLL-CXXC / FITC-HOXA9 DNA fluorescence polarization; Potency, µM (top dose mostly 115 µM), for inactives: at the top dose activity change, negative = inhibition, most hits filed as inhibitors; hit rate 0.037% among 290,000; active = well fitted inhibition curve with a large enough effect in the polarisation, with a control signal flat, not every such curve was filed as active; inconclusive = small, poorly fitted or top-dose-only effect, or effect the other way, or a change in a side signal; inactive = no such curve, though single readings can be large or run the other way; the % refers to the polarisation; note: potency is the fitted concentration of half-maximal effect
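Purified MLL-CXXC (added from a 7 uM solution) was preincubated 5 min at ambient with pinned compounds in 50 mM Tris-HCl pH 7.5, 50 mM NaCl, 1 mM DTT, 0.05% BSA. Fluorescein-labeled HOX-A9 DNA (50 nM solution) followed, 30 min, then polarization read.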
KCNH2 3.1 inh: KCNH2 3.1 (human) potassium channel inhibition; activity change, % (tested at about 1.8 µM); U2OS KCNH2 3.1, thallium flux FluxOr; hits give low values; AID 720553; hit rate 0.95% among 340,000;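 active = maximum activity change below -70%; inconclusive = maximum activity change from -70% to -50%; inactive = maximum activity change above -50%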;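 note: thallium influx rate constant from kinetic fluorescence after stimulation buffer; % is set by controls: 0 for no effect and ±100 for the full control effect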
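We transduce U2OS cells with the mutant 3.1 virus, culture them overnight, load FluxOr with Red40 quencher for 45 min, then add stimulation buffer and read kinetically for 2 min to derive a normalized rate constant.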
KCNH2 WT inh: KCNH2 (human, wildtype) channel inhibition | activity change, % at 1.84 µM | U2OS, BacMam KCNH2, thallium flux FluxOr; hits give low values | AID 720551 | hit rate 0.37% among 340,000;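 active = maximum activity change below -70%; inconclusive = maximum activity change between -70% and -50%; inactive = maximum activity change above -50%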; note: % is set by controls: 0 for no effect and ±100 for the full control effect
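U2OS cells were transduced with wild-type KCNH2 virus (2.03 x 10^8 / mL) for 4 h at room temperature, then cultured overnight at 37 C. Thallium flux was read with FluxOr dye. Rate constants were normalized to DMSO controls.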
The depositor's hits bear a star; ? = inconclusive; nt = not tested or not shown; [ ] = dose if it differs, or a comment. Unless noted, calls come from the whole dose curve; as a rule, active = well fitted curve in the direction sought with a large enough effect; inconclusive = small, poorly fitted or top-dose-only effect, or another doubt; inactive = no such curve, though single readings can be large; an effect the other way counts as inactive or inconclusive. These rows are one share of the data (hit frequency here may not be typical).

cpd	Compound	TRPV1 agonist	Menin-MLL TR inh	B2AR arrestin	KCNH2 3.1 inh	CXXC DNA block	USP2a block	Coupling enz	KCNH2 WT inh	Giardia killer	GALK inh	PKM2 act
1	COc1ccc(CNC(=O)[C@@H](NC(=O)C2CCN(C(=O)[C@@H](N)Cc3ccccc3)CC2)C(C)C)cc1	0	0%	-0.1%	4	-5%	3%	4	3	-19	nt	-1%
2	CC(C)c1ccc(-c2nnn(CC(=O)N3CCCCC3)n2)cc1	23	-18%	-0.8%	8	-14%	-1%	-2	-2	24	-2%	-1%
3	COCCN(CCOC)C(=O)c1c[nH]c2ccc(S(=O)(=O)N(C)c3ccc(F)cc3)cc2c1=O	-3	28%	0.0%	20	?	0%	2	13	-18	2%	1%
4	Cc1ccc(S(=O)(=O)N2CCOC23CCN(S(=O)(=O)c2cccs2)CC3)cc1	10	nt	-0.2%	-7	nt	-4%	nt	-2	-1	nt	nt
5	CC1CC(C)CN(S(=O)(=O)c2cc3c4c(c2)CCC(=O)N4CCC3)C1 (stereo not given)	-5	nt	-0.2%	2	nt	0%	nt	2	-13	nt	nt
6	O=C(Nc1nccs1)c1ccc(Cl)c([N+](=O)[O-])c1	3	17%	0.0%	-5	7%	-1%	0	-2	-7	-2%	-3%
7	CCOC(=O)Cc1csc(NC(=O)/C=C\c2ccccc2)n1	28	-5%	0.5%	-10	14%	2%	2	-2	-2	-1%	-2%
8	O=C1CC(N2CCN(c3ccc(Cl)c(Cl)c3)CC2)C(=O)N1 (stereo not given)	-5	-2%	0.1%	9	0%	0%	6	-32	-1	1%	12%
9	Cn1nc(C(=O)OCC(=O)c2ccccc2)c2ccccc2c1=O	nt	nt	-0.9%	6	nt	1%	nt	1	0	nt	nt
10	CCOC(=O)c1[nH]c2ccc(OC)cc2c1NC(=O)/C=C/c1ccc2c(c1)OCO2	-5	-7%	-0.9%	-4	-4%	1%	0	0	4	0%	5%
11	COc1ccc(OCC(=O)Nc2ccc(N3CCOCC3)cc2)cc1	-1	-8%	0.5%	-1	-1%	0%	0	6	8	6%	0%
12	FC(F)(F)c1cccc(N2CCc3cn[nH]c32)c1	10	10%	0.1%	12	-4%	2%	0	-9	3	1%	-3%
13	COc1ccccc1CNC(=O)C1CCC(CNC(=O)[C@@H]2Cc3ccccc3CN2)CC1 (stereo not given in full)	2	nt	0.4%	1	6%	5%	nt	7	-7	2%	nt
14	Cc1cc([N+](=O)[O-])nn1CC(=O)NNC(=S)Nc1ccc([N+](=O)[O-])cc1	1	?	0.0%	-1	0%	2%	2	-19	1	-2%	-1%
15	O=C(NCCC1CCCCN1S(=O)(=O)c1ccc(F)cc1)C(=O)NCC1CCCO1 (stereo not given)	0	nt	0.1%	-9	nt	3%	nt	-4	-1	nt	nt
16	O=C1CCC(C(=O)Nc2nnc(C3CC3)s2)=NN1	4	-2%	-0.3%	-9	-2%	0%	-10	0	13	9%	1%
17	Cc1noc(C)c1COc1ccccc1C(=O)N1CCN(c2cccc(Cl)c2)CC1	8	nt	-2.9%	4	nt	-6%	nt	2	17	nt	nt
18	COc1cccc(C(=O)N2CCN(Cc3cn[nH]c3-c3ccc(F)cc3F)CC2)c1	0	0%	-0.4%	18	10%	0%	-1	-9	-22	0%	0%
19	CSCC[C@H](NC(=O)NC1CCCC1)C(=O)O	4	15%	0.2%	-4	-8%	7%	-3	2	8	-3%	2%
20	CC(C)NC(NC(=O)Cc1ccccc1)C(Cl)(Cl)Cl (stereo not given)	2	11%	0.3%	-8	-2%	4%	-3	-4	-7	-1%	0%
21	CC(=O)N1CCC(C(=O)N2CCN(S(=O)(=O)c3cccs3)CC2)CC1	-5	nt	-1.0%	0	-20%	1%	nt	-6	-13	-4%	13%
22	Cc1cccc(N=C2NC(=O)C(CO)(CO)S2)c1	2	2%	0.2%	11	1%	1%	1	-4	0	2%	-7%
23	CC1(C)CC2(CCO1)OC(=O)CC2C(=O)Nc1ccccc1Cl (stereo not given)	-2	9%	-0.9%	19	-1%	1%	1	nt	14	5%	-5%
24	CCN1C(=O)/C(=C\c2ccc(-c3cccc(C(=O)OC)c3)o2)SC1=Nc1ccc(C(=O)O)cc1	1	?	0.3%	nt	-26%	1%	11	nt	nt	-16%	0%
25	CCC(C)(C)NC(=O)CCCSc1nc2ccccc2s1	?	-11%	-0.1%	5	-1%	-8%	0	2	5	3%	7%
26	Cc1ccc2[nH]c(=O)c(C(c3nnnn3C3CCCC3)N3CCCc4ccccc43)cc2c1 (stereo not given)	1	0%	-1.3%	4	-4%	0%	-44*	-7	-9	0%	5%
27	O=C(/C=C/c1ccco1)NCC1(c2ccccc2)CCCC1	29	-4%	1.3%	-10	12%	2%	-4	-14	-5	-3%	6%
28	COc1ccc(S(=O)(=O)n2nc(-c3ccc(Cl)cc3)cc2N)cc1	0	nt	-0.2%	?	-6%	2%	-1	-6	6	1%	7%
29	Cc1ccc(NC(=O)Cc2nnc(SCC(=O)NC3=NCCS3)n2C)cc1	-2	31%[activator]	-0.3%	-4	-2%	1%	0	-1	-22	15%	1%
30	Cc1ccc(CS(=O)(=O)CCC(=O)NCc2ccc3c(c2)OCO3)cc1	5	7%	-0.4%	-12	-8%	3%	3	-13	14	-3%	-2%
31	Cc1ccsc1C(=O)C1CCCN(Cc2cccn2-c2ccc(Cl)cn2)C1 (stereo not given)	6	-5%	-0.6%	-15	-12%	0%	7	-107*	-7	1%	-1%
32	COc1cc(C)nc(N2CCCC(C(=O)NCC(C)C)C2)n1 (stereo not given)	12	-28%	-0.3%	-3	0%	2%	-4	3	-6	-2%	10%
33	CCNS(=O)(=O)c1ccc(C(=O)Nc2ccccc2)cc1	?	-7%	-2.1%	10	3%	-1%	1	-12	7	2%	0%
34	COc1ccc2cc(CN(Cc3ccco3)C(c3nnnn3C3CCCCC3)C(C)C)c(=O)[nH]c2c1 (stereo not given)	0	-7%	-0.5%	-17	-1%	0%	1	5	-4	-1%	4%
35	COc1ccc(C(=O)N2CCN(S(=O)(=O)N3CCOCC3)CC2)cc1OC	1	3%	-0.1%	-4	-1%	4%	0	3	4	-3%	-8%
36	CCC(NS(=O)(=O)c1cccs1)c1ccc(C)cc1 (stereo not given)	-1	nt	-0.9%	-2	nt	-1%	nt	-3	2	nt	nt
37	CN(Cc1ccccc1)S(=O)(=O)c1ccc2[nH]cc(C(=O)NCC3CCCO3)c(=O)c2c1 (stereo not given)	7	34%[activator]	-0.7%	15	6%	-1%	2	9	12	-1%	-5%
38	O=C(Cn1c(O)c(/C=C2\C=Nc3ccccc32)sc1=O)Nc1ccc2c(c1)OCO2	0	?	0.5%	-9	21%	2%	-1	0	-11	nt	-1%
39	Oc1ccc(Cl)cc1/C=N/c1nccs1	1	12%	-0.3%	3	-2%	1%	4	0	6	1%	17%
40	O=C(OCc1cnc(Cl)s1)c1cccc(Cl)c1Cl	20	6%	0.0%	11	1%	-1%	-1	-26	7	1%	1%
41	O=C(Cn1c(-c2ccccc2)c[n+]2ccsc12)c1ccc([N+](=O)[O-])cc1	2	-2%	0.0%	-30	2%	-3%	1	-11	8	-2%	-3%
42	Cc1cc(C(=O)O)c(=O)[nH]c1C	1	7%	-0.7%	-1	7%	0%	nt	5	-6	1%	-2%
43	O=C(O)CNC(=O)c1ccccc1NC(=O)c1ccco1	-1	-10%	-0.1%	1	5%	-1%	8	-2	-4	-1%	-1%
44	COc1ccc(S(=O)(=O)NCC(c2ccc3c(c2)OCO3)N2CCOCC2)cc1C (stereo not given)	29	nt	0.1%	-3	nt	-1%	nt	-12	15	nt	nt
45	CCOc1ccc(NC(=O)c2ccc3snnc3c2)cc1	?	21%	-0.5%	5	2%	-1%	-2	1	4	-3%	-5%
46	COc1cc(OC)cc(C(=O)NCC(=O)OC2CCOC2=O)c1 (stereo not given)	0	1%	0.4%	4	0%	-1%	1	-6	11	-4%	4%
47	CC(=O)Nc1ccc(S(=O)(=O)Nc2nc3ccccc3nc2N2CCCC2)cc1	-3	18%	0.0%	4	-7%	0%	10	-2	-9	-5%	-3%
48	Cc1nn(C)c(C(=O)N/N=C/c2ccncc2)c1Cl	1	nt	-0.2%	8	45%[activator]	1%	nt	6	22	-2%	-4%
